KDM4C inh = inhibitors of GASC-1 (KDM4C) histone demethylase, primary screen, biochemical, single concentration HTS; GST-KDM4C 2-372, H3K9me3 peptide, LANCE TR-FRET; inhibition, % at 12.5 µM; 96,000 tested, 0.15% active; AID 720574, 2013;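 active = mean replicate inhibition above about 25%, with at least 55% of replicates also reaching it, limit read from the data, passing the limit was not always enough; inconclusive = only one of those two conditions met; inactive = neither condition met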
Target sequence (Q9H3R0 2-372 limits assumed): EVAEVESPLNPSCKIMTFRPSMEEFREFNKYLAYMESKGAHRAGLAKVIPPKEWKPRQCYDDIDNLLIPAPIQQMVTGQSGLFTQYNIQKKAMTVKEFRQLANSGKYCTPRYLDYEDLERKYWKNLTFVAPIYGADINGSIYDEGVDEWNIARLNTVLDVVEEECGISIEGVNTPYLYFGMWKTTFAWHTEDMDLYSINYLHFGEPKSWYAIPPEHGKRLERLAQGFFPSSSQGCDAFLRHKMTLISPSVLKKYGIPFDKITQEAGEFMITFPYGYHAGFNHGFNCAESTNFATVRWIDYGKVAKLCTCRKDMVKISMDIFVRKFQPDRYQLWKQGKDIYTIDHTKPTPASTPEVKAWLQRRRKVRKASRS
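System: N-terminal GST-fused human GASC-1 (KDM4C) fragment, residues 2-372; amount: enzyme final amount 10 nM; incubation: reaction 30 min RT, detection step 1 h RT; medium: HEPES buffer, pH 7.5, plus ascorbate; technique: LANCE TR-FRET, Eu antibody, ULight-streptavidin, EDTA, ex 340 nm, em 618/671 nm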
Tcruzi prolif = T. cruzi intracellular proliferation inhibitors, primary screen, cell-based, beta-gal Tulahuen parasites, NIH3T3 host, luminescence. T. cruzi beta-gal in NIH3T3, GalScreen luminescence, 90 h. inhibition, % at 8.34 µM. 77,000 tested, 5.9% active. AID 624255, 2012;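 active = mean inhibition above about 93%, with at least 55% of replicates each passing it, limit read from the data, passing the limit was not always enough; inconclusive = only one of those two conditions holds; inactive = neither condition holds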
C diff HTS = C. difficile growth inhibitors, primary screen, HTS; AID 1259249, 2017; 86,000 tested, 0.25% active; growth activity, negative = inhibition, % at 16 µg/mL (by protocol); Clostridium difficile clinical isolate growth, OD600, 24 h; hits give low values;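 active = mean growth activity at or below -80% and every replicate also at or below -80%; inconclusive = mean at or below -80% but some replicate above -80%; inactive = mean growth activity above -80%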;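 note: 0% = DMSO wells and -100% = levofloxacin 16 µg/mL wells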
Pf Dd2 inh = P. falciparum Dd2 growth inhibitors, primary screen, SYBR Green fluorescence, single dose replicates | 94,000 tested, 2.3% active | 72 h; hits give low values | activity change, % at 10 µM | AID 1159554, 2015; in the data active = activity change below about -80%; inconclusive = no clear call, values can overlap the other calls
The depositor's hits bear a star; i = inactive; ? = inconclusive; . = no result given; & = joins results of further samples. The order is random. Share with any hit: about 6.8%.

No.	compound	KDM4C inh	Tcruzi prolif
1	CCCNC(=O)c1cc2c(c(-c3cccc(-c4cccc(OC)c4)c3)n1)[C@H](CCO)N([S@@](=O)C(C)(C)C)C2	-3.0	92.0
2	C[C@H]1CCCCO[C@H](CN(C)S(=O)(=O)c2cn(C)cn2)[C@@H](C)CN([C@@H](C)CO)C(=O)c2cc(NC(=O)CCCN(C)C)ccc2O1	3.3	-23.6
3	N#C[C@H]1[C@@H](c2ccc(C#Cc3ccccc3F)cc2)[C@H](CO)N1C(=O)C1CCC1	-2.6	94.4
4	C[C@@H]1CN([C@H](C)CO)C(=O)Cc2cc(NS(=O)(=O)c3cccs3)ccc2O[C@H]1CN(C)C(=O)Nc1ccc2c(c1)OCO2	1.5	-25.2
5	CO[C@@H]1CN(C)C(=O)c2cc(NS(=O)(=O)c3cccc(F)c3)ccc2OC[C@@H](C)N(C(=O)Cc2cccnc2)C[C@@H]1C	1.4	24.6
6	CO[C@H](C(=O)N(C)C[C@@H]1OCc2ccccc2-c2ccccc2C(=O)N([C@@H](C)CO)C[C@H]1C)c1ccccc1	0.5	31.1
7	Cc1noc(C)c1S(=O)(=O)N(C)C[C@H]1Oc2c(NS(=O)(=O)c3ccc(F)cc3)cccc2C(=O)N([C@@H](C)CO)C[C@H]1C	-0.8	18.1
8	Cc1noc(C)c1NC(=O)Nc1ccc2c(c1)C(=O)N([C@@H](C)CO)C[C@@H](C)[C@H](CN(C)C(=O)Nc1ccc3c(c1)OCO3)OCCCC[C@H](C)O2	1.9	-5.5
9	C[C@H](CO)N1C[C@H](C)[C@@H](CN(C)S(=O)(=O)c2ccccc2)Oc2c(NC(=O)CCCCCC(=O)Nc3ccccc3N)cccc2C1=O	0.2	.
10	O=C(C[C@@H]1C[C@H]2c3cc(NC(=O)CC4CC4)ccc3O[C@H]2[C@@H](CO)O1)NCc1cc(F)ccc1F	-1.2	-11.1
11	Cc1noc(C)c1S(=O)(=O)Nc1cccc2c1O[C@H](CN(C)Cc1ccc(-c3ccccc3)cc1)[C@H](C)CN([C@H](C)CO)C2=O	0.4	108.1*
12	COc1ccc(S(=O)(=O)N(C)C[C@H]2Oc3c(NC(=O)Nc4ccc(C(F)(F)F)cc4)cccc3C(=O)N([C@@H](C)CO)C[C@H]2C)cc1	-0.8	77.9

No.	C diff HTS	Pf Dd2 inh
1	.	-50.5
2	-80.6*	39.4
3	-12.8	-22.7
4	-5.3	-2.6
5	.	-9.1
6	-2.5	57.6
7	-3.7	-37.4
8	-0.8	20.3
9	-3.2	-14.6
10	-1.8	13.8
11	8.5	-48.1
12	6.7	-73.5

Later entries
No.	compound	KDM4C inh	Tcruzi prolif
13	C[C@H](CO)N1C[C@H](C)[C@H](CN(C)S(C)(=O)=O)Oc2ccc(NC(=O)CCN3CCOCC3)cc2CC1=O	-0.1	28.8
14	CCCNC(=O)N1C[C@H](O)COC[C@H]2O[C@H](CC(=O)N[C@@H]3CCN(Cc4ccccc4)C3)CC[C@@H]21	0.7	-62.4
15	COCC(=O)N1[C@H](C(=O)NCc2ccccc2)[C@@H](CO)[C@@H]2Cn3c(cccc3=O)[C@@H]21	-0.6	37.0
16	C[C@@H](NC(=O)C[C@H]1C[C@@H]2c3cc(NS(C)(=O)=O)ccc3O[C@@H]2[C@H](CO)O1)c1ccccc1	-2.4	.
17	C[C@@H]1CN([C@H](C)CO)C(=O)c2cc(C#CC3CCCCC3)cnc2O[C@@H]1CN(C)S(C)(=O)=O	-1.3	95.6
18	C[C@H](CO)N1C[C@H](C)[C@@H](CN(C)S(=O)(=O)c2cccs2)Oc2ccc(NC(=O)Nc3ccc4c(c3)OCO4)cc2CC1=O	-0.1	-40.5
19	C[C@@H]1CN([C@H](C)CO)C(=O)c2cc(-c3ccc(C#N)cc3)cnc2O[C@@H]1CN(C)C(=O)CC1CC1	0.8	-4.3
20	C[C@@H]1CN([C@H](C)CO)C(=O)c2cc(NC(=O)CCCN(C)C)ccc2O[C@H]1CN(C)S(=O)(=O)c1ccc(Cl)cc1	0.1	8.3
21	CCCc1cn(CC[C@@H]2CC[C@H](NC(=O)Cc3cccnc3)[C@@H](CO)O2)nn1	.	26.1
22	C/C=C/c1ccc([C@H]2[C@@H](CO)N[C@@H]2CN(C(=O)c2ccccc2F)C(C)C)cc1	2.3	59.7
23	Cc1noc(C)c1S(=O)(=O)Nc1ccc2c(c1)C(=O)N([C@H](C)CO)C[C@@H](C)[C@@H](CN(C)Cc1ccc(Cl)c(Cl)c1)OCCCC[C@H](C)O2	2.4	75.2
24	C[C@H](CO)N1C[C@H](C)[C@H](CN(C)S(=O)(=O)c2cccc(F)c2)Oc2ncc(/C=C/c3ccccc3)cc2C1=O	4.1	106.9*

No.	C diff HTS	Pf Dd2 inh
13	1.0	8.3
14	6.7&-4.0	.
15	-5.7	.
16	-3.1	9.1
17	-13.3	-12.3
18	0.4	-19.5
19	1.8	2.2
20	-1.5	-18.2
21	-7.1	-1.7
22	-2.2	-9.8
23	6.6	-74.8
24	-3.3	-70.1

Part of the list above, with tabs.
no.	Compound	KDM4C inh	Tcruzi prolif	C diff HTS	Pf Dd2 inh
22	C/C=C/c1ccc([C@H]2[C@@H](CO)N[C@@H]2CN(C(=O)c2ccccc2F)C(C)C)cc1	2.3	59.7	-2.2	-9.8
20	C[C@@H]1CN([C@H](C)CO)C(=O)c2cc(NC(=O)CCCN(C)C)ccc2O[C@H]1CN(C)S(=O)(=O)c1ccc(Cl)cc1	0.1	8.3	-1.5	-18.2
14	CCCNC(=O)N1C[C@H](O)COC[C@H]2O[C@H](CC(=O)N[C@@H]3CCN(Cc4ccccc4)C3)CC[C@@H]21	0.7	-62.4	6.7&-4.0	.
19	C[C@@H]1CN([C@H](C)CO)C(=O)c2cc(-c3ccc(C#N)cc3)cnc2O[C@@H]1CN(C)C(=O)CC1CC1	0.8	-4.3	1.8	2.2
15	COCC(=O)N1[C@H](C(=O)NCc2ccccc2)[C@@H](CO)[C@@H]2Cn3c(cccc3=O)[C@@H]21	-0.6	37.0	-5.7	.

(listing goes on)
No.	compound	KDM4C inh	Tcruzi prolif
25	COc1ccc(NC(=O)Nc2cccc3c2O[C@H](CN(C)Cc2ccc(Cl)c(Cl)c2)[C@H](C)CN([C@H](C)CO)C3=O)cc1	0.2	37.4
26	C[C@@H]1CN([C@@H](C)CO)C(=O)CCCn2cc(nn2)CO[C@@H]1CN(C)C(=O)Nc1ccc(-c2cccs2)cc1	-0.2	i
27	CCCN(C)C[C@@H]1Oc2cc(C#CC3(O)CCCC3)ccc2S(=O)(=O)N([C@H](C)CO)C[C@@H]1C	0.9	-26.3
28	CN1[C@@H]2c3ccc(-c4ccccc4)c(=O)n3C[C@@H]2[C@@H](CO)[C@@H]1C(=O)Nc1ccccc1	4.0	100.5*
29	C[C@H]1CN([C@@H](C)CO)C(=O)Cc2cc(NC(=O)Nc3ccc4c(c3)OCO4)ccc2O[C@H]1CN(C)C(=O)Nc1cccc2ccccc12	-0.5	-18.1
30	COCC(=O)Nc1ccc2c(c1)[C@@H]1C[C@H](CC(=O)NCc3ccc4c(c3)OCO4)O[C@H](CO)[C@@H]1O2	-0.2	-1.7
31	O=C(C1CCC1)N1CC(=O)N2[C@H](CO)[C@@H](c3ccc(Br)cc3)[C@@H]2C1	-0.3	.
32	O=C(Nc1ccccc1F)N1CCCCN2[C@@H](CO)[C@@H](c3ccc(/C=C/c4ccccc4)cc3)[C@@H]2C1	-1.7	69.7
33	CC(C)NC(=O)Nc1ccc2c(c1)CC(=O)N([C@@H](C)CO)C[C@H](C)[C@H](CN(C)S(=O)(=O)c1cn(C)cn1)O2	-1.0	-15.1
34	CNC[C@H]1OCCCC[C@@H](C)Oc2ccc(NC(=O)Nc3ccc(F)cc3)cc2C(=O)N([C@@H](C)CO)C[C@@H]1C	-0.2	52.6
35	COCC(=O)N(C)C[C@@H]1Oc2cc(-c3ccc(C#N)cc3)ccc2S(=O)(=O)N([C@@H](C)CO)C[C@H]1C	-1.3	.
36	CO[C@@H]1CN(C)C(=O)c2cc(NC(=O)Nc3cccc(F)c3)ccc2OC[C@@H](C)N(C(=O)C2CC2)C[C@H]1C	0.5	12.5

No.	C diff HTS	Pf Dd2 inh
25	13.8	-21.9
26	.	-5.4
27	3.7	-74.5
28	-0.8	1.9
29	-5.1	3.8
30	-5.0	-16.6
31	11.8	-6.8
32	-96.0*	-58.2
33	-1.7	16.7
34	0.5	-38.1
35	-2.9	7.9
36	-3.6	-19.3

(more compounds)
No.	compound	KDM4C inh	Tcruzi prolif
37	C[C@H]1CN([C@@H](C)CO)S(=O)(=O)c2ccc(C#CC3CC3)cc2O[C@H]1CN(C)S(C)(=O)=O	-1.3	.
38	Cc1ccc(S(=O)(=O)N(C)C[C@H]2OCCCC[C@@H](C)Oc3ccc(NC(=O)CCC(F)(F)F)cc3C(=O)N([C@@H](C)CO)C[C@H]2C)cc1	0.7	.
39	CCC(=O)N1[C@@H](CO)[C@H](c2ccc(C3=CCCC3)cc2)[C@@H]1CNC(=O)CN(C)C	4.6	-42.0
40	C[C@@H]1CN([C@H](C)CO)S(=O)(=O)c2ccc(C#CC(C)(C)O)cc2O[C@@H]1CN(C)Cc1ccc(F)cc1	0.4	.
41	Cc1ccc(S(=O)(=O)Nc2ccc3c(c2)C(=O)N([C@H](C)CO)C[C@H](C)[C@@H](CN(C)C(=O)Nc2ccc(F)cc2)OCCCC[C@H](C)O3)cc1	-0.6	56.4
42	CCCN1[C@@H]2c3ccc(-c4ccc(F)cc4)c(=O)n3C[C@H]1[C@H](CO)[C@H]2C(=O)NCC1CC1	-1.0	-20.3
43	O=C(C[C@@H]1CC[C@H]2[C@@H](COC[C@H](O)CN2CC2CC2)O1)NCc1ccc(Cl)cc1	0.7	10.9
44	CCCNC(=O)C[C@@H]1C[C@H]2c3cc(NS(=O)(=O)c4cccc(OC)c4)ccc3O[C@H]2[C@@H](CO)O1	2.0	-12.5
45	Cc1noc(C)c1S(=O)(=O)N(C)C[C@@H]1OCCCC[C@@H](C)Oc2ccc(NC(=O)c3ccccc3)cc2C(=O)N([C@H](C)CO)C[C@@H]1C	-0.2	22.8
46	COc1ccccc1-c1ccc2n(c1=O)C[C@@H]1[C@@H](CO)[C@H](C(=O)Nc3nccs3)N(C)[C@H]21	0.4	.
47	COc1ccc(S(=O)(=O)Nc2ccc3c(c2)C(=O)N([C@H](C)CO)C[C@H](C)[C@H](CN(C)Cc2ccc4c(c2)OCO4)OCCCC[C@H](C)O3)cc1	1.0	?
48	CCCNC(=O)C[C@H]1CC[C@@H]2[C@@H](COc3ccc(NC(=O)NCC)cc3C(=O)N2C)O1	0.1	8.3

No.	C diff HTS	Pf Dd2 inh
37	2.3	29.6
38	.	-53.3
39	1.2	-1.7
40	-0.1	-12.1
41	.	-38.8
42	-4.2	8.2
43	.	-19.6
44	-1.4	6.8
45	7.3	-21.9
46	-1.5	19.1
47	-0.1	-73.5
48	-6.0	13.3

Additional entries follow:
No.	compound	KDM4C inh	Tcruzi prolif
49	C[C@H]1CN([C@@H](C)CO)C(=O)Cc2cc(NS(=O)(=O)c3ccc(Cl)cc3)ccc2O[C@H]1CN(C)Cc1ccc(C(F)(F)F)cc1	1.2	36.9
50	CCCN(C)C[C@H]1OCCCC[C@H](C)Oc2ccc(N(C)C)cc2C(=O)N([C@H](C)CO)C[C@H]1C	-1.0	20.3
51	O=C(C[C@H]1CC[C@@H]2[C@H](COC[C@@H](O)CN2S(=O)(=O)c2ccc(Cl)cc2)O1)NCc1ccc(Cl)c(Cl)c1	-1.8	97.2*
52	C[C@H](CO)N1C[C@H](C)[C@@H](CN(C)Cc2ccncc2)Oc2c(NC(=O)c3ccncc3)cccc2C1=O	0.0	44.4

No.	C diff HTS	Pf Dd2 inh
49	8.9	-5.6
50	1.3	.
51	.	-9.8
52	-7.2	17.7

High-throughput results as filed in PubChem.
